High-throughput results: PubChem BioAssay, The Scripps Research Institute Molecular Screening Center
MITF inh: MITF inhibitors, primary screen, biochemical, AlphaScreen, human | actives 0.91% (n = 650,000) | inhibition, % at 2.6 µM | AlphaScreen MITF homodimerization, bead proximity signal | AID 1259374, 2018; in the data active means inhibition above about 50%;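 further: 0% = vehicle wells with protein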
GPR151 activ: activators of human GPR151, primary screen, cell-based, PathHunter beta-arrestin, luminescence. actives 1% (n = 650,000). PathHunter beta-arrestin GPR151 cells. activation, % at 11.2 µM; in the data active means activation above about 4.9%;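 further: 0% = median of compound wells and 100% = cells with positive control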
Target sequence (Q8TDV0 whole entry, looked up): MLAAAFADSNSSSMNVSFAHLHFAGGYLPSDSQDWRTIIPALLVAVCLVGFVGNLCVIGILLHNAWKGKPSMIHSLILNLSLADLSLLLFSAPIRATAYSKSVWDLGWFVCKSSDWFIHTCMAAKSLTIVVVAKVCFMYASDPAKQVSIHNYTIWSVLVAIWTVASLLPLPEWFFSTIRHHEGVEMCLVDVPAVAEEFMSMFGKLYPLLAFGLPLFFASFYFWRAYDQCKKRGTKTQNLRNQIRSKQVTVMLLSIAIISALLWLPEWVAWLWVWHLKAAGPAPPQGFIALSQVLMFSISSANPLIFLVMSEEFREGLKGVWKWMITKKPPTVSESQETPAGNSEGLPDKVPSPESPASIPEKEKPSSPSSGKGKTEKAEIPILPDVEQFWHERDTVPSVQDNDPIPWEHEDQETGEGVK
FBW7 activator: FBW7 E3 ligase activators, primary screen, biochemical, AlphaScreen, human; actives 0.13% (n = 650,000); normalized activity (activation), % at 26.1 µM; F-box/WD repeat-containing protein 7 (Homo sapiens), Q969H0; AlphaScreen FBW7–phospho-cyclin E peptide binding, activator screen; in the data active means normalized activity above about 1.9%;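 further: purified mutant Fbw7 with reduced substrate affinity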
Target sequence (Q969H0 whole entry, looked up): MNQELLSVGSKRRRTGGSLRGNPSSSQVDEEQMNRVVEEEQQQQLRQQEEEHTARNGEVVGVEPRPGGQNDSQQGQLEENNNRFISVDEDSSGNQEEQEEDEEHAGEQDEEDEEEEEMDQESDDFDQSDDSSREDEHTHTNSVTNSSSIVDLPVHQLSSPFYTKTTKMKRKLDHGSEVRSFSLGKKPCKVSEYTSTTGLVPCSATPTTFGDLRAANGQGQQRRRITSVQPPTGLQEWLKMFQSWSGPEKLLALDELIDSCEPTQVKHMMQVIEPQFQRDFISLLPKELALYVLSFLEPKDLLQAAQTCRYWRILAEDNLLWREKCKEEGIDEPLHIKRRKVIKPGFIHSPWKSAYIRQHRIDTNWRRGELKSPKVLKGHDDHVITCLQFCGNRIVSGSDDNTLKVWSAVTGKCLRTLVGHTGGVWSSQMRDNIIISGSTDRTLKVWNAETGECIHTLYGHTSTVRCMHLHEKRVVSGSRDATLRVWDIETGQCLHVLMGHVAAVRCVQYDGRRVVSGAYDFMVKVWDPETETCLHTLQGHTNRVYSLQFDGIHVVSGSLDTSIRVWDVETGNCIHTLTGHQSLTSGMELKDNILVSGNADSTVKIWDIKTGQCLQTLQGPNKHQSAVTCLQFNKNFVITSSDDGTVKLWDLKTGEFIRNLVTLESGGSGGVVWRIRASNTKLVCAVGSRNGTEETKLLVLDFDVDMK
TEAD-YAP inh: TEAD-YAP interaction inhibition, primary screen, TEAD-YAP interaction inhibitor project, luminescence, HEK-TIYL cells; TEAD-Gal4/YAP UAS-luciferase luminescence; inhibition, % at 9.12 µM; actives 1.4% (n = 640,000); AID 1259422, 2018; in the data active means inhibition above about 32%;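 further: 0% = median of test compound wells and 100% = reference inhibitor wells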
Starred values were filed as active, the others as inactive.

SMILES | MITF inh | GPR151 activ | FBW7 activator | TEAD-YAP inh
CNc1nc(-c2ccc(C)cc2)cs1 | -2.6 | 0.1 | -0.1 | 3.6
CCN1C(=O)C2(/C(=C(\O)c3ccc(OC)cc3)C(=O)C(=O)N2CCN(C)C)c2ccccc21 (stereo not drawn) | 19.5 | -1.0 | 0.4 | 6.9
COc1ccc(N2C(=O)C3CC(c4ccccc4)=C4C5C=CC(C6C(=O)N(c7ccc(OC)cc7)C(=O)C56)C4C3C2=O)cc1 (stereo not drawn) | 4.1 | 1.7 | -0.2 | 6.0
C=CCn1c(SCC(=O)Nc2sc3c(c2C(=O)O)CCCC3)nnc1-c1cccnc1 | 12.2 | -0.2 | 0.0 | 3.6
Cc1nc(CCNCc2c(C(=O)N(C)C)nc3ccc(Cl)cn23)nc2c1CCC2 | -9.8 | 1.4 | -0.1 | -10.5
Cc1nc(N)sc1C(=O)N/N=C/c1ccccc1C(F)(F)F | 1.9 | 0.0 | 0.3 | -12.2
O=[N+]([O-])c1ccc(NCCOc2ccccc2Cl)nc1 | -2.0 | -0.2 | -0.1 | -10.4
CN1CCN(c2ccc(/C=C(\C#N)c3nn(-c4ccccc4)c(N)c3C#N)cc2[N+](=O)[O-])CC1 | 9.1 | -0.2 | -0.1 | -1.8
CCOC(=O)C1=C(C)N=c2s/c(=C\c3cc(Br)c(OCC#N)c(OC)c3)c(=O)n2C1c1ccc(F)cc1 (stereo not drawn) | 5.0 | 2.6 | -0.1 | -4.2
Cc1cccc(C(=O)Nc2sc3c(c2C(=O)N(C)C)CCCCC3)c1 | -18.0 | 0.6 | -0.1 | 3.7
O=C(OCC(=O)N1CCC(Cc2ccccc2)CC1)c1cc(=O)[nH]c(=O)[nH]1 | 3.7 | -0.1 | 0.5 | 0.1
O=C(NCCN=C1NS(=O)(=O)c2ccccc21)c1ccncc1 | -3.5 | -1.3 | 0.4 | 1.4
CC1CCCC(NC(=O)CSc2ccsc2[N+](=O)[O-])C1C (stereo not drawn) | 15.0 | 2.1 | 0.1 | 4.0
O=c1c2sc3ccccc3c2[nH]c(=S)n1CCN1CCOCC1 | 1.1 | -0.6 | -0.2 | -0.2
COc1ccccc1NC(=O)CCc1n[nH]c(=O)[nH]c1=O | 18.5 | 0.4 | 0.1 | 5.3
Cc1ccc(NC(=O)CN2C(=O)CCSc3ccccc32)c(C)c1 | 0.1 | -0.2 | -0.2 | -2.8
CCOC(=O)c1ccc(Cl)c(S(=O)(=O)Nc2ccccc2)c1 | 7.0 | 0.4 | 0.1 | -0.9
OCCC1CN(Cc2cccnc2)CCN1CCCc1ccccc1 (stereo not drawn) | -22.1 | -1.1 | 0.0 | -8.7
COc1ccccc1CCN=C(N)NS(=O)(=O)c1ccc2ccccc2c1 | 1.0 | 2.9 | -0.1 | 1.4
Cc1ccc(N(C)S(=O)(=O)c2nnc(NC(=O)COc3ccccc3C)s2)cc1 | 6.4 | 0.2 | 0.0 | 3.8
COC(=O)C1=C(C)N=c2s/c(=C/c3cccc([N+](=O)[O-])c3)c(=O)n2C1c1ccccc1Cl (stereo not drawn) | -7.2 | -0.7 | -0.1 | 4.3
Cc1nn(Cc2ccccc2)c(Cl)c1/C=C1\C(=O)N(C)C(=S)N1C | 5.0 | 0.2 | -0.1 | 5.0
COc1ccccc1N1C(=O)C(Cl)=C(N2CCCC2)C1=O | -6.0 | 0.1 | 0.2 | 1.8
CC1=CC(=C2C(=O)NC(=S)NC2=O)C=C(C)N1Cc1ccco1 | 5.2 | -1.8 | 0.0 | 19.5
CCn1c2ccccc2n2c(=O)n(CC(=O)NC3CCCCC3)nc12 | -9.5 | 1.2 | 0.0 | -4.8
Cc1ccc(-c2cc(C(=O)NC(C)C)no2)cc1 | 14.8 | -2.9 | -0.1 | -31.6
COc1ccccc1C1NC(=O)NC(C)=C1C(=O)OC1CCCC1C (stereo not drawn) | -4.2 | 0.2 | -0.1 | 8.1
CC1=C(C(=O)OCCOc2ccccc2)C(c2ccc(F)c(F)c2)C2=C(CC(C)(C)CC2=O)N1 (stereo not drawn) | -5.1 | 0.5 | 0.1 | 11.3
Cc1ccc(S(=O)(=O)c2ccc(Cl)cc2)cc1S(=O)(=O)N1CCCCC1 | -1.7 | 1.0 | -0.1 | 17.6
COc1ccccc1NC(=O)c1ccc(SCC(=O)NCc2cccs2)c([N+](=O)[O-])c1 | 3.9 | 0.2 | 0.0 | -9.3
Fc1ccc(C2CC(c3cccs3)=NN2c2nc(-c3ccc(Br)cc3)cs2)cc1 (stereo not drawn) | -2.4 | 0.1 | -0.1 | -1.6
Cn1c(=O)c2c(nc(N3CCCCC3)n2CCCc2ccccc2)n(C)c1=O | 6.0 | 1.0 | 0.2 | -2.8
COc1ccc(C2C(=O)N(C3CCCCC3)CC(=O)N2Cc2ccccc2Cl)cc1OC (stereo not drawn) | 6.6 | -0.5 | -0.1 | 8.7
CN(c1ccc(C(=O)NC2CC3CCC2C3)cc1)S(=O)(=O)c1ccc(Cl)cc1 (stereo not drawn) | 1.7 | 3.7 | 0.1 | 4.7
O=C(Nc1ccc(Oc2ccccc2)cc1)c1cccc(-c2csc3ccccc23)n1 | -5.7 | 0.4 | 0.0 | 1.7
CCOC(=O)c1c(NC(=O)c2ccccc2F)sc(C(=O)Nc2ccc3c(c2)OCO3)c1C | 8.1 | 1.4 | 0.0 | -5.2
O=c1c(-c2ccccc2)c(N2CCCc3ccccc32)c1=O | 0.9 | 1.2 | -0.2 | 0.7
CN(C)c1c([N+](=O)[O-])cc(C(=O)O)cc1[N+](=O)[O-] | -5.8 | 0.6 | 0.0 | 0.6
COc1ccc(C2(NC(=O)Cn3ccnc3)CCCCC2)cc1 | 1.5 | 2.4 | -0.1 | -4.3
CC1=C(C(=O)Nc2cc(C)ccn2)C(c2cccc(Br)c2)C2=C(CC(C)(C)CC2=O)N1 (stereo not drawn) | -1.6 | -1.4 | 0.0 | 0.2
O=C(CN1CCC(O)(c2ccc3c(c2)OCO3)CC1)Nc1nccs1 | 6.8 | -0.6 | 0.0 | 0.4
COc1cccc(-c2nc3cnccn3c2NCC2CCCO2)c1 (stereo not drawn) | -18.6 | -0.5 | 0.1 | -2.6
Cc1ccccc1NC(=O)CSc1ccccc1C(=O)O | 18.2 | -0.4 | 0.7 | -10.9
CCOc1c(Br)cc(/C=C2\SC(=S)NC2=O)cc1OC | 7.6 | 1.6 | 0.3 | -3.3
COc1cn(CC(=O)Nc2cccc(F)c2)c(CSc2nccc(C)n2)cc1=O | 10.9 | 0.9 | 0.4 | 1.0

Shown with values under each structure: three of the compounds above
Order of results: MITF inh, GPR151 activ, FBW7 activator, TEAD-YAP inh
COc1ccc(C2(NC(=O)Cn3ccnc3)CCCCC2)cc1
→ 1.5, 2.4, -0.1, -4.3
CC1=C(C(=O)Nc2cc(C)ccn2)C(c2cccc(Br)c2)C2=C(CC(C)(C)CC2=O)N1 (stereo not drawn)
→ -1.6, -1.4, 0.0, 0.2
O=C(CN1CCC(O)(c2ccc3c(c2)OCO3)CC1)Nc1nccs1
→ 6.8, -0.6, 0.0, 0.4

(continued)
SMILES | MITF inh | GPR151 activ | FBW7 activator | TEAD-YAP inh
N#CCCC1(CCC#N)CCCC(CCC#N)(CCC#N)C1=O | 7.3 | 2.3 | 0.1 | -1.3
COCC(=O)Nc1cc(Cl)c(Cl)cc1Cl | 14.1 | -0.1 | 1.3 | 1.0
COc1ccc(/C=C2/N=C(c3cccc([N+](=O)[O-])c3)OC2=O)cc1OC | 10.8 | -0.3 | 0.0 | 3.9
Cc1cccc(NC(=S)NCCN2CCOCC2)c1 | 3.6 | 1.0 | 0.3 | -9.0
N#Cc1c(NC(=O)C2CC(c3ccccc3Cl)=NO2)sc2c1CCC2 (stereo not drawn) | 3.6 | 0.6 | -0.2 | -7.3
O=C(CSC1CC(=O)N(c2cccc3ccccc23)C1=O)Nc1ccc2ccccc2c1 (stereo not drawn) | 7.1 | 0.3 | 0.2 | 11.0
CCCCc1ccc(NC(=O)C(=O)NC2CCCC2)cc1 | 12.8 | -0.7 | 0.0 | -7.1
Cc1ccc(CSc2nc3ccsc3c(=O)n2CC2CCC(C(=O)O)CC2)cc1 (stereo not drawn) | 5.0 | 0.8 | 0.0 | 5.8
CC(C)C(NC(=O)c1cccs1)C(=O)O (stereo not drawn) | 0.6 | -0.5 | 0.1 | -1.8
Cc1ccc2nc(-c3ccc(N4C(=O)CC(N5CCC(C(N)=O)CC5)C4=O)cc3)sc2c1 (stereo not drawn) | 18.9 | -0.5 | 0.1 | 31.7
COCCN1C(=O)c2oc3cc(C)c(C)cc3c(=O)c2C1c1ccc(OCC(N)=O)cc1 (stereo not drawn) | 10.7 | 0.5 | -0.1 | -2.2
O=C(NCCN1CCN(c2ccccc2F)CC1)c1cc(C2CC2)[nH]n1 | -4.1 | 0.1 | 0.0 | 11.3
CCOC(=O)c1sc(=S)n(-c2cccc(OC)c2)c1N | -2.1 | 0.7 | 0.0 | 9.3
CCC(=O)Nc1nnc(SCc2cc(=O)c(OC(=O)c3cccc(OC)c3)co2)s1 | 2.9 | 1.5 | 0.1 | -4.3
CN(CC(O)COc1ccccc1F)C1CCCCC1 (stereo not drawn) | 19.0 | 0.4 | 0.6 | -1.8

Filtered by structure: those above with a nitro group on carbon
SMILES | MITF inh | GPR151 activ | FBW7 activator | TEAD-YAP inh
O=[N+]([O-])c1ccc(NCCOc2ccccc2Cl)nc1 | -2.0 | -0.2 | -0.1 | -10.4
CN1CCN(c2ccc(/C=C(\C#N)c3nn(-c4ccccc4)c(N)c3C#N)cc2[N+](=O)[O-])CC1 | 9.1 | -0.2 | -0.1 | -1.8
CC1CCCC(NC(=O)CSc2ccsc2[N+](=O)[O-])C1C (stereo not drawn) | 15.0 | 2.1 | 0.1 | 4.0
COC(=O)C1=C(C)N=c2s/c(=C/c3cccc([N+](=O)[O-])c3)c(=O)n2C1c1ccccc1Cl (stereo not drawn) | -7.2 | -0.7 | -0.1 | 4.3
COc1ccccc1NC(=O)c1ccc(SCC(=O)NCc2cccs2)c([N+](=O)[O-])c1 | 3.9 | 0.2 | 0.0 | -9.3
CN(C)c1c([N+](=O)[O-])cc(C(=O)O)cc1[N+](=O)[O-] | -5.8 | 0.6 | 0.0 | 0.6
COc1ccc(/C=C2/N=C(c3cccc([N+](=O)[O-])c3)OC2=O)cc1OC | 10.8 | -0.3 | 0.0 | 3.9

Carrying on.
SMILES | MITF inh | GPR151 activ | FBW7 activator | TEAD-YAP inh
CNC(=O)C(=O)NCCc1ccc(OC)cc1 | -1.6 | -0.7 | 0.0 | -4.0
CN1C=CC(=CC=C2C=CC(=O)C=C2)C=C1 | 15.1 | -1.7 | 0.3 | 6.1
Cc1ccc(OCC(=O)NNC(=O)c2cccc(O)c2)c(C)c1 | -8.1 | 2.1 | 0.0 | -8.1
O=C(c1ccccc1)c1ccc(OCCN2CCCC2)cc1 | 27.0 | 0.4 | -0.1 | -19.1
CC(=O)c1ccc(-n2c(=O)c3cc4c(=O)n(-c5ccc(C(C)=O)cc5)c(=O)c4cc3c2=O)cc1 | 10.2 | 0.9 | 0.1 | 2.2
O=C(Nc1ccc2c3c(cccc13)CC2)c1ccc(Cl)cc1 | 8.3 | -1.0 | 0.5 | 2.3
COCCOC(=O)c1ccc(NC(=O)CCN2C(=O)c3ccccc3C2=O)cc1 | -8.1 | 1.7 | 0.1 | -11.4
COC(=O)c1ccccc1NC(=S)Nc1ccc(Cl)cn1 | -5.7 | -0.3 | -0.2 | -9.9
CCc1c(C)c2ccc(OCC(=O)OC)c(C)c2oc1=O | 1.9 | 5.1* | 0.1 | 6.3
COc1cc(C=O)c(Br)cc1OCC(=O)Nc1cccc(C(F)(F)F)c1 | -0.1 | -0.9 | 0.0 | -0.4
CN(CCOC(=O)COc1ccc(Br)cc1)Cc1ccccc1 | -13.5 | 0.0 | 0.1 | 4.8
Cc1n[nH]c(=O)nc1NCC1CCCO1 (stereo not drawn) | -8.1 | -1.0 | -0.2 | -5.2
COc1ccc(-n2c(C)cc(C(=O)CN3CCOCC3)c2C)cc1 | 14.1 | 0.2 | 0.0 | 7.2
CSc1nc2c(sc(=S)n2-c2ccc(Cl)c(C)c2)c(=O)n1-c1ccc(F)cc1 | -4.6 | -0.2 | 0.0 | -16.4
CCOC(=O)C1(C)C=C(Nc2cccc(C(=O)O)c2)C(=O)N1c1cccc(C(=O)O)c1 (stereo not drawn) | 3.4 | -0.3 | -0.1 | 4.9
CC1=NN(c2nc(-c3ccc(C)cc3)cs2)C(=O)C1N=Nc1ccc(C(N)=O)cc1 (stereo not drawn) | 1.1 | -0.7 | 0.0 | -2.0
O=C1NC(=S)/C(=C\c2ccccc2F)S1 | 9.4 | 7.2* | -0.1 | -0.6
O=C1CC(c2noc(-c3ccco3)n2)CN1c1ccccc1 (stereo not drawn) | -8.5 | 0.1 | -0.2 | -16.8

Copied from the list:
MITF inh result of `OCCC1CN(Cc2cccnc2)CCN1CCCc1ccccc1` (stereo not drawn) → -22.1
TEAD-YAP inh result of `CCc1c(C)c2ccc(OCC(=O)OC)c(C)c2oc1=O` → 6.3
FBW7 activator result of `Cc1ccc2nc(-c3ccc(N4C(=O)CC(N5CCC(C(N)=O)CC5)C4=O)cc3)sc2c1` (stereo not drawn) → 0.1
TEAD-YAP inh result of `COc1ccc(-n2c(C)cc(C(=O)CN3CCOCC3)c2C)cc1` → 7.2
FBW7 activator result of `CC1=C(C(=O)Nc2cc(C)ccn2)C(c2cccc(Br)c2)C2=C(CC(C)(C)CC2=O)N1` (stereo not drawn) → 0.0
FBW7 activator result of `CCOC(=O)C1(C)C=C(Nc2cccc(C(=O)O)c2)C(=O)N1c1cccc(C(=O)O)c1` (stereo not drawn) → -0.1
GPR151 activ result of `Cc1cccc(C(=O)Nc2sc3c(c2C(=O)N(C)C)CCCCC3)c1` → 0.6
